Assay outcomes deposited in PubChem BioAssay by National Center for Advancing Translational Sciences (NCATS).
TbPYK inhibitor = inhibitors of Trypanosoma brucei pyruvate kinase | 410,000 compounds, 0.12% hits | Potency, µM (series often up to 76.8 µM), without a hit: at the top dose activity, negative = inhibition, most hits filed as inhibitors | AID 624173 | Q57TT1 | TbPYK enzyme, Kinase-Glo Plus ATP luminescence, 45 min; active = well fitted inhibition curve with a large enough effect; inconclusive = small, poorly fitted or top-dose-only effect; also: nearly all actives have a fitted effect of over 50% in size
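Enzyme and substrate buffer are dispensed first and compound is pin-transferred. ADP at 130 uM final then starts the reaction, which runs 45 min at room temperature. Detection reagent is added for 10 min before luminescence is imaged.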
Numbers without * were called inactive; ? = inconclusive; [ ] = dose if it differs, or a comment. % is scaled to controls: 0 for no effect and ±100 for the full control effect; potency is read from the fitted curve at half-maximal effect.

SMILES	TbPYK inhibitor
c1ccc(NN(Cc2cnccn2)c2ccccc2)cc1	-10%
O=C(NC1CC1)c1ccccc1NC(=O)c1ccccc1OC(F)F	5%
O=C1CNC(=O)c2cc(Cl)ccc2N1	1%
C[C@H]1CN([C@@H](C)CO)C(=O)CCCn2nncc2CO[C@H]1CN(C)C(=O)c1ccc2ccn(C)c2c1	2%
O=C1NC[C@@H](CCCCN2C[C@H](Cc3ccccc3)N(CCC3CCCCC3)C(=O)C2=O)N(Cc2ccccc2)C1=O	3%
CC(C)NC(=O)C1(C)CCN1C(=O)c1cccc(F)c1 (stereo unspecified)	-5%
CN(C)c1cccc(NC(=O)C2Cc3c(-c4cccnc4)ccnc3O2)c1 (stereo unspecified)	-13%
C[C@H]1CN([C@@H](C)CO)C(=O)CCCn2nncc2CO[C@@H]1CN(C)Cc1ccc(Oc2ccccc2)cc1	6%
O=C1COc2ccc(C(=O)COC(=O)CCCOc3ccccc3)cc2N1	-6%
CCOC(=O)C1=C(COC(=O)C2CC(=O)N(c3ccccc3CC)C2)NC(=O)NC1C (stereo unspecified)	0%
CC(=O)N1C[C@H]2CON(C)[C@H]2C[C@H]1c1ccccc1	6%
COc1ccc(-c2nc3cnc(N4CCNCC4)nc3n(Cc3cccc(OC)c3)c2=O)cc1	-3%
CCC1Cc2[nH][nH]c(=O)c2C(CC)O1 (stereo unspecified)	-4%
Cn1cccc1C(=O)N1CCC[C@@]2(CCN(Cc3nccs3)C2)C1	-6%
CCN(CC)C(=O)c1ccc2nc([C@H]3C[C@H](O)[C@@H](CO)O3)[nH]c2c1	1%
CCOC(=O)[C@]12Cc3cc(OC)ccc3[C@H]1N(C)C(=O)c1ccccc12	0%
O=C1CCC(=O)N1CCC(=O)N(C(=O)NC1CCCCC1)C1CCCCC1	4%
CC1(C)CC(=O)C=C(c2ccc(-c3cccc4c3sc3ccccc34)cc2)C1=O	-2%
CCC/C=C/c1ccc(CN2C(C)C(=O)N(Cc3cn(CCOCOC)nn3)CCS2(=O)=O)cc1 (stereo unspecified)	2%
Cc1ncoc1C(=O)NC1CCCc2c1cnn2-c1cc(F)cc(F)c1 (stereo unspecified)	1%
CC(C)C[C@H]1CN([C@@H](Cc2ccc(O)cc2)CN2CCC[C@@H]2CN2C(=S)NC[C@@H]2Cc2ccccc2)C(=S)N1CC1CCCCCC1	-8%
CC(=O)N1CCC2(CCN(Cc3ccncc3)CC2)CC1	0%
COc1ccc(-c2cc(NC=O)c3ncc(-c4cccc(C(C)=O)c4)n3c2)cc1	-9%
COc1ccc(CNC(=O)c2cccc3c(-c4cnn(C)c4)coc23)cc1OC	2%
CC(=O)Nc1ccc(CN(C)c2c(C)nc3ccc(C(=O)NCCc4ccccn4)cn23)cc1	5%
C[C@H]1COc2cc(N3CCC[C@H]3CO)ccc2S(=O)(=O)N1	0%
COc1ccc(NC(=O)N2CCC3(CC2)CCN(S(C)(=O)=O)CC3)cc1	-4%
CSc1nsc(SC)c1-c1ccc(Cl)cc1	-3%
O=C1c2ccccc2C(c2nnnn2-c2ccc3c(c2)OCCO3)N1Cc1ccco1 (stereo unspecified)	-16%
COc1cc(CNC(=O)c2cc(-c3cc(C)cc(F)c3)n[nH]2)cc(OC)c1	-5%
O=C(c1cccc(F)c1)N1CCC2(CC1)CN(c1ncccn1)C2	4%
CCc1ccc([C@@H]2C[C@H]3[C@@H](CN2S(=O)(=O)c2ccc(C)cc2)C(=O)C[C@@H](c2ccccc2)N3S(=O)(=O)c2ccc(C)cc2)cc1	-15%
CC(=O)Nc1ccc(NC(=O)c2cc(-c3ccc(F)cc3C)n[nH]2)cc1	-1%
O=C(C[C@H]1C(=O)N(Cc2cccnc2)C[C@@H]1Cc1ccccc1)Nc1ccc(Br)cc1	-12%
CC1(C(=O)NS(C)(=O)=O)CCN1C(=O)Cc1ccc(Cl)cc1Cl (stereo unspecified)	0%
O=C(NCCN1CCC(n2c(=O)[nH]c3ccccc32)CC1)c1ccc(F)c(F)c1	6%

Sorted by length of the SMILES (high to low): some entries from above.
SMILES	TbPYK inhibitor
CCc1ccc([C@@H]2C[C@H]3[C@@H](CN2S(=O)(=O)c2ccc(C)cc2)C(=O)C[C@@H](c2ccccc2)N3S(=O)(=O)c2ccc(C)cc2)cc1	-15%
CC(C)C[C@H]1CN([C@@H](Cc2ccc(O)cc2)CN2CCC[C@@H]2CN2C(=S)NC[C@@H]2Cc2ccccc2)C(=S)N1CC1CCCCCC1	-8%
O=C(C[C@H]1C(=O)N(Cc2cccnc2)C[C@@H]1Cc1ccccc1)Nc1ccc(Br)cc1	-12%
CC(=O)Nc1ccc(CN(C)c2c(C)nc3ccc(C(=O)NCCc4ccccn4)cn23)cc1	5%
O=C(NCCN1CCC(n2c(=O)[nH]c3ccccc32)CC1)c1ccc(F)c(F)c1	6%
COc1ccc(-c2cc(NC=O)c3ncc(-c4cccc(C(C)=O)c4)n3c2)cc1	-9%
CC(=O)Nc1ccc(NC(=O)c2cc(-c3ccc(F)cc3C)n[nH]2)cc1	-1%
COc1ccc(CNC(=O)c2cccc3c(-c4cnn(C)c4)coc23)cc1OC	2%
CC1(C(=O)NS(C)(=O)=O)CCN1C(=O)Cc1ccc(Cl)cc1Cl (stereo unspecified)	0%
C[C@H]1COc2cc(N3CCC[C@H]3CO)ccc2S(=O)(=O)N1	0%
O=C(c1cccc(F)c1)N1CCC2(CC1)CN(c1ncccn1)C2	4%
CC(=O)N1CCC2(CCN(Cc3ccncc3)CC2)CC1	0%
CSc1nsc(SC)c1-c1ccc(Cl)cc1	-3%

Next part
SMILES	TbPYK inhibitor
Cc1nc2ccccc2c(=O)n1-c1c(Cl)cccc1Cl	2%
CSc1ccc(CN2CCC2(C)C(=O)NCc2cccs2)cc1 (stereo unspecified)	-2%
COc1ccc(Oc2ncc3nc(C)c(=O)n(Cc4ccc(F)cc4)c3n2)cc1	-11%
O=C(NCCc1ccccc1)c1ccccc1C(F)(F)F	-3%
CC(C)N=C(NC(C)C)N1CC1	4%
CN(C)c1ccc(C=O)c(Oc2ccccc2)c1	4%
Cc1ccc(OCC(=O)Nc2ccc(C(=O)Nc3ccccc3C(=O)O)cc2)cc1C	-5%
COc1ccc(C(=O)N2CCC[C@@]3(CCN(CC(C)C)C3)C2)cc1	-3%
CC1(C(=O)NS(=O)(=O)c2ccc(C#N)cc2)CCN1C(=O)C1(c2ccccc2)CCCC1 (stereo unspecified)	-7%
Cc1cccc(OCC(=O)Nc2ccc(C(=O)Nc3ccccc3C(=O)O)cc2)c1	-14%
OC[C@@H]1CN(Cc2ccc(-c3ccccc3)cc2)C[C@H](n2cnc3c(NC4CC4)ncnc32)O1	-4%
CC(C)CN(C(=O)COC(=O)C12CC3CC(CC(O)(C3)C1)C2)c1c(N)n(Cc2ccccc2)c(=O)[nH]c1=O	-9%
O=S1(=O)CCN(C2CCCCCC2)CC1	-7%
O=C(Nc1ccc2nc(N3CCOCC3)sc2c1)c1cc2ccccc2o1	-2%
COC(=O)c1ccc2nc(-c3ccc(F)cc3)c(Cc3ccccc3OC)n2c1	1%
CCCCN1C[C@H](c2ccccc2)[C@@H](CC(=O)NC)C1=O	7%
CCOC(=O)c1c(NC(=O)COC(=O)c2ccc(Cl)nc2)sc(C)c1C	-12%
CC(=O)N1CCN(C(c2ccccc2)c2nnnn2C(C)(C)C)CC1 (stereo unspecified)	3%
CCC(C)C(C(=O)OCC[N+](C)(CC)CC)c1ccccc1 (stereo unspecified)	1%
COc1ccc(-c2oc3c(c2C#CC(C)(C)O)C(OCCO)CC3)cc1 (stereo unspecified)	1%
O=C1NC[C@H](CCCCN2C[C@H](Cc3ccc(O)cc3)N(CCC3CCCCC3)C(=O)C2=O)N(CCC2CCCCC2)C1=O	-12%
O=C1NC[C@H](CCCCN2C[C@@H](Cc3ccccc3)N(Cc3ccccc3)C(=O)C2=O)N(CCC2CCCCC2)C1=O	-3%
CS(=O)(=O)N1CCC2(CC1)CN(C(c1ccccc1)c1ccccc1)C2	-1%
Cc1ccccc1-c1ccc2c(c1)CNCc1cnnn1-2	-7%
COc1ccc(C(c2nnnn2-c2ccc3c(c2)OCCO3)N2CCN(C/C=C/c3ccccc3)CC2)cc1 (stereo unspecified)	8%
O=C(COC(=O)c1ccc(S(=O)(=O)N2CCCC2)cc1)Nc1ccccc1Cl	-2%
CC1=C(C(=O)N(C(C)C)C(C)C)CC(CC(=O)NC2CC2)C(=O)N1CCCN1CCCC1=O (stereo unspecified)	-5%
COCCn1c(=S)[nH]c2cc(C(=O)N3CCN(C4CCCCC4)CC3)ccc2c1=O	-9%
CCOc1ccc(Cl)cc1-c1cc(C(=O)NCc2ccccc2)[nH]n1	-5%
CCCCN1C(=O)C(CC(=O)NCc2cccs2)CC(C(=O)N(C)C)=C1C (stereo unspecified)	3%
O=C(Nc1ccc(Cl)cc1)C1Cc2c(-c3ccccc3)ccnc2O1 (stereo unspecified)	-6%
CN(C)[C@H]1CCN([C@H]2CS(=O)(=O)N[C@@H]2COCc2ccccc2)C1	-3%
COc1ccc(C(=O)N2CCCC(c3cc(C(=O)NCc4cccnc4)no3)C2)cc1 (stereo unspecified)	-3%
CN1CCN(c2ncnc3c2ncn3[C@H]2CN(Cc3ccc(F)cc3)C[C@@H](CO)O2)CC1	-5%
Oc1ccc(C[C@@H](CN2CCCC2CN2C(=S)NC[C@@H]2Cc2ccccc2)N2C[C@H](Cc3ccccc3)N(CC3CCCCC3)C2=S)cc1 (stereo partly specified)	-10%
O=C(c1cccs1)N1C[C@@H](O)[C@H](n2cc(-c3ccc(F)cc3)nn2)C[C@@H]1c1ccc(Cl)cc1	6%
O=C(NCC1CCN(Cc2ccccc2)CC1)[C@H]1O[C@@H](n2ccc(=O)[nH]c2=O)[C@H](O)[C@@H]1O	-1%
COC(=O)[C@@]1(Cc2ccc(F)cc2)[C@H]2c3cc(C(=O)N4CCCC4)n(Cc4ccc(C)c(F)c4F)c3C[C@H]2CN1C(=O)c1ccccc1	-8%
FC(F)(F)c1ccccc1Cc1c(-c2ccccc2)nc2ccc(Br)cn12	2%
CCC(=O)O[C@@](Cc1ccccc1)(c1ccccc1)[C@H](C)CN(C)C	-2%[157 µM]
Cc1ccc(S(=O)(=O)NCc2ccccc2)cc1C(=O)NCC(=O)Nc1c(C)cccc1C	2%
COc1cc(C=C(OC(C)=O)c2ccc3c(c2)OCO3)cc(OC)c1OC	6%
CC1=C(C(=O)N2CCOCC2)CC(CC(=O)NC2CCCCC2)C(=O)N1Cc1ccc(C(C)(C)C)cc1 (stereo unspecified)	5%
O=C(NCCN1CCCC(O)C1)c1cc(COc2cccc(C(F)(F)F)c2)on1 (stereo unspecified)	4%
O=C(NCc1ccccc1)C1c2ccccc2OCC(=O)N1CCc1ccccc1 (stereo unspecified)	-7%
COc1ccc(NC(=O)CN2C(=O)C3CC=CCC3C2=O)cc1Cl (stereo unspecified)	5%
C[C@H]1COc2cc(N3CCN(Cc4ccccc4F)CC3)ccc2S(=O)(=O)N1	-5%
Cc1noc(C)c1C(=O)N1CCC2(CCN(Cc3nccs3)CC2)CC1	-2%
Cc1ccsc1-c1cc2nc(Nc3ccc(F)cc3)n(C)c(=O)c2s1	-3%
C[C@@H]1CN([C@@H](C)CO)S(=O)(=O)c2ccc(Br)cc2O[C@@H]1CN(C)C(=O)c1ccncc1	-3%
COCCCn1cc(CN2CC(N3CCN(Cc4cccc(C)c4)CC3)CS2(=O)=O)nn1 (stereo unspecified)	3%
COCCNC(=O)C1CCCN(C(=O)c2nc3ccccc3s2)CC1 (stereo unspecified)	5%
COc1ccccc1-c1noc2c1C(=O)N(Cc1cn(C3CCCC3)nn1)CC2	-2%
CN1OC[C@@H]2CN(C(=O)c3cccc4ccccc34)[C@H](c3ccccc3Br)C[C@@H]21	4%
NC(=O)c1cccc(-c2ccnc3c2CC(C(=O)Nc2ccc(Cl)cc2)O3)c1 (stereo unspecified)	-1%
CC(=O)c1c(O)cc2c3c1OC(C)(C)C1CCC(C)(CC31)O2 (stereo unspecified)	-1%
C[C@H]1CN([C@@H](C)CO)C(=O)CCCn2cc(nn2)CO[C@@H]1CN(C)S(C)(=O)=O	-4%
COc1ccc(NC(=O)N(C)C[C@H]2OCCCC[C@@H](C)Oc3ccc(N(C)C)cc3C(=O)N([C@H](C)CO)C[C@@H]2C)cc1	?
COc1ccc(CN2C(=O)C(CC(=O)NCCc3ccccn3)CC(C(=O)N(C)C)=C2C)cc1 (stereo unspecified)	4%
Cc1nc2c(OCCC3CCCCC3)cccn2c1N(C)C(=O)CCC1CCCC1	-3%
(cont.)
SMILES	TbPYK inhibitor
O=C(NCc1ccccc1Cl)c1csc([C@@H]2O[C@H](CO)[C@H](O)[C@H](O)[C@H]2O)n1	-2%
CC1CCC2(CC1)NC(=O)N(CC(=O)NCc1ccco1)C2=O (stereo unspecified)	2%
C[C@@H]1CN([C@H](C)CO)S(=O)(=O)c2ccc(C#C[C@@H](C)O)cc2O[C@@H]1CN(C)Cc1ccc(-c2ccccc2)cc1	-5%
CC1(C(=O)O)CCCN1C(=O)c1cccc(F)c1 (stereo unspecified)	2%
CCCS(=O)(=O)NC(=O)C1(C)CCCN(C(=O)c2cc(C)n(C(C)(C)C)n2)C1 (stereo unspecified)	5%
COc1ccc([C@H]2N[C@]3(CCCN(Cc4ccccc4)C3=O)[C@H]3C(=O)N(C)C(=O)[C@@H]23)cc1	2%
CSCCNC(=O)C1(C)CCN1C(=O)c1cc(C)n(C)n1 (stereo unspecified)	1%
CCOC(=O)[C@]12CCC=C1N(CCC1=CCCCC1)C(=O)[C@H](CC(=O)N1CCC(c3ccccc3)CC1)C2	-9%
Cc1ccc(S(=O)(=O)Nc2ccc3c(c2)C(=O)N([C@@H](C)CO)C[C@@H](C)[C@@H](CN(C)CC2CC2)OCCCC[C@@H](C)O3)cc1	-12%
O=C(Nc1cccc(Cl)c1)c1csc(COCCO)n1	3%
C[C@H]1CN([C@@H](C)CO)C(=O)c2cc(Br)cnc2O[C@@H]1CN(C)C(=O)C1CCC1	9%

Only part of the results is shown; rates above refer to the full screens.
